# Screens as filed in PubChem BioAssay.
# TDP1 cell noCPT = qHTS for Inhibitors of human tyrosyl-DNA phosphodiesterase 1 (TDP1): qHTS in cells in absence of CPT; AID 686978, 2013; Potency, µM (doses to about 46.2 µM), for inactives: top-dose activity change, negative = growth inhibition, hits mostly inhibitors; 15% of 420,000 active; DT40 Tdp1-/- hTDP1 cells, no CPT, ATP luminescence, 48 h; also: nearly all actives have a fitted effect of over 55% in size
#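 A cellular qHTS used chicken DT40 cells lacking endogenous Tdp1 but carrying stably transfected human TDP1. Compounds were applied without camptothecin, and cell growth kinetics were judged by ATP-dependent luminescence after ≥48 hr.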
# KAT2A inh = inhibitors of human GCN5L2 histone acetyltransferase | Q92830 | GCN5L2 HAT assay, ThioGlo1 CoA-SH fluorescence | 0.21% of 390,000 active | AID 504327 | Potency, µM (top dose mostly 58.9 µM), inactives show top-dose activity change, negative = inhibition, usual class: inhibitors
# Target sequence (Q92830 whole entry, looked up): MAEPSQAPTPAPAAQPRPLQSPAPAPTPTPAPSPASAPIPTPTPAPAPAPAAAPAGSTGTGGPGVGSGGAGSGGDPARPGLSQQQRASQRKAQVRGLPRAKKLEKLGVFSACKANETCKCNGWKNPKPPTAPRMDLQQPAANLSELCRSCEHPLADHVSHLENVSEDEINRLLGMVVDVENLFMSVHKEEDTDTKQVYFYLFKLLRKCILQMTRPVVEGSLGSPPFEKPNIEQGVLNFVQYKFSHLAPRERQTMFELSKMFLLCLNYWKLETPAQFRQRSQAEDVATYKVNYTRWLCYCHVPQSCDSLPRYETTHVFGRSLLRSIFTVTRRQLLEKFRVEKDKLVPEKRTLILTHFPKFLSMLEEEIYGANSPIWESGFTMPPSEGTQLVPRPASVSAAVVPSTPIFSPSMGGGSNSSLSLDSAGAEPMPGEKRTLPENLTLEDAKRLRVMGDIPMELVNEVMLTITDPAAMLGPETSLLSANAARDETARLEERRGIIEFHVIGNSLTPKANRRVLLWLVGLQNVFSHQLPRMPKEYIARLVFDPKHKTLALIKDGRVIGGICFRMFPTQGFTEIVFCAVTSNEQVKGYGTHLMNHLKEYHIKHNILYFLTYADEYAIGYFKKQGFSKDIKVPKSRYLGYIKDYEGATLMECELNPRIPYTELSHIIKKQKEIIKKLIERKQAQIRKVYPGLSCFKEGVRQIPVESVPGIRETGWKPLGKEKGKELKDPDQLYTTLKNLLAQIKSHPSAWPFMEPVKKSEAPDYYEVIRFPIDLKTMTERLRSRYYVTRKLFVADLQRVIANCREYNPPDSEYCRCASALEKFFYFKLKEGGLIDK
#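 GCN5L2 (20nM final) in 50mM HEPES, 0.1mM EDTA pH 7.5, 0.01% Tween-20 was preincubated 15 min at room temperature with compound, then given ThioGlo1 (50uM), H3(1-25) peptide (75uM) and acetyl-CoA (70uM); CoA-thiol fluorescence (Ex340/Em540) was read at 0 and 20 min.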
# TDP1 block = blocks human tyrosyl-DNA phosphodiesterase 1. 0.28% of 350,000 active. recombinant TDP1, AlphaScreen DNA substrate cleavage. AID 485290. Potency, µM (highest dose often 130 µM), inactives show at the top dose activity change, negative = inhibition, actives largely listed as inhibitors; also: nearly all actives have a fitted effect of over 40% in size
#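 Steps: enzyme plus compound, 15 min RT; add biotin/phosphotyrosine-FITC oligonucleotide (15 nM final), react 5 min; add donor/acceptor beads (10 ug/ml final), 10 min; read AlphaScreen. Tdp1 at 1 nM final.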
# * marks the source's active call; other numbers are inactive results; ? = inconclusive; nt = not tested or not shown; & = joins results of further samples; [ ] = another dose, or the depositor's remark. Calls follow the shape of the dose curve; as a rule, active = well fitted curve in the direction sought with a large enough effect; inconclusive = small, poorly fitted or top-dose-only effect, or another doubt; inactive = no such curve, though single readings can be large; an effect the other way counts as inactive or inconclusive. % is scaled to controls: 0 for no effect and ±100 for the full control effect; potency is read from the fitted curve at half-maximal effect. These rows are one share of the data; the hit share may differ from the screen's.
# Below each SMILES – TDP1 cell noCPT | KAT2A inh | TDP1 block
- Cc1cc(NC(=O)CN2C(=O)NC(CC(C)C)C2=O)no1 (stereo unspecified)
→ 18% | 0% | 0%
- Cc1cc(=O)n2nc(N3CCCC(C(=O)NCc4ccc(Cl)cc4)C3)sc2n1 (stereo unspecified)
→ -14% | 1% | 4%
- O=C(NCc1cccnc1)c1nc(-c2cccs2)no1
→ -5% | -4% | 0%
- CCOC(=O)N1CCN(C(=O)c2ccccc2N(C)S(C)(=O)=O)CC1
→ -11% | 1% | 3%
- COc1ccc2c(C)cc(SCC(=O)N(C)C3CCS(=O)(=O)C3)nc2c1 (stereo unspecified)
→ 1% | -11% | -3%
- Cc1cn2c(=O)cc(COC(=O)c3cccc(NC(=O)c4ccc(C(C)(C)C)cc4)c3)nc2s1
→ -11% | 18% | 1%
- CS(=O)(=O)N1CCC2(CCN(c3ccccn3)CC2)CC1
→ 0% | -2% | nt
- COc1ccc2nc3ccccc3nc2c1NC(=O)c1ccc(Cl)cc1
→ -26% | 0% | -3%
- O=C(NC1CC1)C1CCCN(C(=O)NC2CCCCC2)C1 (stereo unspecified)
→ 11% | -11% | 3%
- CCS(=O)(=O)N1Cc2ccccc2CC1C(=O)Nc1nnc(C2CC2)s1 (stereo unspecified)
→ -24% | -3% | -2%
- O=S(=O)(CCSc1ccc(C(F)(F)F)cn1)c1ccc(Cl)cc1
→ -29% | -25% | -3%
- COC(=O)C1NN=C(C(=O)c2ccc(Cl)cc2)C1c1ccc(OC)cc1 (stereo unspecified)
→ ? | -3% | 5%
- NS(=O)(=O)c1cccc(NC(=O)COC(=O)CCCc2c[nH]c3ccccc23)c1
→ 2% | -17% | 8%
- COc1cc(N/N=C(\C)c2ccc(N)cc2)nc(-c2ccccc2)n1
→ 18µM* | -21% | 10%
- O=C(Nc1cc(F)ccc1F)C1CCN(S(=O)(=O)c2cccc3nonc23)CC1
→ -20% | -5% | 0%
- Cc1cc(C)cc(NC(=O)CCn2ccnc2)c1
→ 9% | 0% | -2%
- Cc1ccccc1N1CCN(C(=S)c2ccc(-c3cccc([N+](=O)[O-])c3)o2)CC1
→ -27% | -17% | 7%
- CC(C)Oc1ccc(CNC(=S)Nc2ccccc2)cc1Cl
→ ? | -13% | nt
- CCN(CC)S(=O)(=O)c1cccc(C(=O)N/N=C/c2ccc([N+](=O)[O-])o2)c1
→ ? | -4% | -3%
- CCOC(=O)N1CCN(C(=O)c2ccc(NC(=O)CC)cc2)CC1
→ -1% | -8% | 2%

# The final four compounds of the part before lead into the next.
# Below each SMILES – TDP1 cell noCPT | KAT2A inh | TDP1 block
- Cc1ccccc1N1CCN(C(=S)c2ccc(-c3cccc([N+](=O)[O-])c3)o2)CC1
→ -27% | -17% | 7%
- CC(C)Oc1ccc(CNC(=S)Nc2ccccc2)cc1Cl
→ ? | -13% | nt
- CCN(CC)S(=O)(=O)c1cccc(C(=O)N/N=C/c2ccc([N+](=O)[O-])o2)c1
→ ? | -4% | -3%
- CCOC(=O)N1CCN(C(=O)c2ccc(NC(=O)CC)cc2)CC1
→ -1% | -8% | 2%
- CC1CN(C(=O)Cn2c(C(F)(F)F)nc3ccccc32)CC(C)O1 (stereo unspecified)
→ 0% | 1% | 4%
- Cc1ccc(/C=N/NC(=O)c2nnn(-c3nonc3N)c2-c2ccccc2)o1
→ 9% | -1% | 2%
- Cc1cccc(NC(=O)Nc2cccc(C#N)c2)n1
→ ? | 2% | 1%
- CC(Cc1ccccc1)NC(=S)CN1CCCC1=S (stereo unspecified)
→ 0% | -1% | nt
- COc1ccc(C(C(=O)NC2CCCCC2)N(C(=O)c2snc(C(N)=O)c2N)c2ccccc2OC)cc1 (stereo unspecified)
→ ? | -8% | nt
- COc1cccc(/C=C2\SC(=O)N(CCC(=O)N3CCCCC3CCO)C2=O)c1 (stereo unspecified)
→ ? | ? | 3%
- COc1ccc(NC(=O)COC(=O)Cc2c(F)cccc2Cl)cc1OC
→ -28% | -1% | 1%
- Cc1ccc(C)n1-c1c(C(=O)NCCCN2CCN(c3ccc(F)cc3)CC2)sc2ncccc12
→ ? | -7% | 8%
- c1ccc(CCNc2ncnc3sccc23)nc1
→ 7.3µM* | -6% | 5%
- COc1cccc(C(=O)COC(=O)c2n[nH]c(=O)c3ccccc23)c1
→ 3% | 3% | 3%
- Cc1ccc(S(=O)(=O)N2CCN(S(=O)(=O)c3ccccc3)C2c2ccc(N(C)C)cc2)cc1 (stereo unspecified)
→ ? | -4% | 5%
- CCn1c2ccccc2c2cc(N=C3SC(CC(=O)Nc4ccccc4OC)C(=O)N3CCOC)ccc21 (stereo unspecified)
→ ? | -10% | 3%
- O=C(NCC(=O)N1CCCCCCC1)c1cccc([N+](=O)[O-])c1
→ -2% | -2% | 2%
- CCn1nnnc1NC(=O)c1cc(Cl)c(OC)c(Cl)c1
→ -8% | 0% | 8%
- O=C(COc1ccc(Cl)cc1Br)NNC(=O)C(=O)N1CCCCC1
→ ? | 0% | 2%
- CC(=O)Nc1c(NCC(C)C)c2ccccc2oc1=O
→ -16% | -4% | -3%
- CCCCCn1c(C(Cc2ccccc2)NC(=O)COC)nc2ccccc21 (stereo unspecified)
→ 26µM* | -9% | 5%
- COc1ccc(-c2noc(-c3ccc(NC4CCCCC4)c([N+](=O)[O-])c3)n2)cc1
→ 7% | -9% | 0%
- CCCc1[nH]nc2c1C(c1ccccc1OCC)C(C#N)=C(N)O2 (stereo unspecified)
→ -10% | -10% | 2%
- CCC(NC(=O)c1cccc(Cn2nc(C)c([N+](=O)[O-])c2C)c1)c1ccc(C(C)C)cc1 (stereo unspecified)
→ ? | -3% | -4%
- CSc1nn2c(C(F)(F)F)cc(C(F)(F)F)nc2c1C(N)=O
→ -12% | 0% | 0%
- Cc1ccc(C(=O)C2CCN(CC(=O)Nc3ccccc3C)CC2)cc1
→ ? | -3% | nt
- COc1ccc(OC)c(C(=O)N/N=C/c2ccccn2)c1
→ 6% | -1% | 4%
- O=S(=O)(Nc1cccc(-n2cnnn2)c1)c1cccc(Cl)c1
→ -16% | -23% | 3%
- COc1ccc(N(CC(=O)NCCSCc2ccccc2Cl)S(C)(=O)=O)cc1Cl
→ ? | 4% | 2%
- O=C1CC(c2ccc(Cl)cc2)Sc2nc(-c3ccc(F)cc3)nn21 (stereo unspecified)
→ 0% | -7% | nt
- CCOC(=O)c1cn2nc(Oc3cccc(F)c3)ccc2n1
→ ? | -3% | nt
- Cc1ccc(-c2nc3cc(NC(=O)c4cc5ccccc5o4)ccc3o2)cc1
→ ? | -4% | -5%[12.3 µM]
- COc1ccc2nc(N3C(=O)/C(=C/c4ccc(Cl)cc4)NC3=S)sc2c1
→ 21µM* | -2% | 6%
- CN(Cc1nc2ccccc2c(=O)[nH]1)C(=O)c1cccc(NC(=O)c2cccs2)c1
→ ? | -7% | 0%
- O=C(c1cccc2c1-c1ccccc1/C2=N/O)N1CCCCC1
→ ? | -1% | 10%
- Cn1nc(C(=O)OCC(=O)Nc2ccc(SC(F)F)cc2)c2ccccc2c1=O
→ -12% | -3% | 1%
- O=C(CSc1nnc(COc2ccc(Cl)cc2)o1)N1c2ccccc2CCc2ccccc21
→ 15µM* | -4% | 3%
- Cc1ccc(NC(C)c2cc(Cl)ccc2O)cc1 (stereo unspecified)
→ -19% | -18% | 13%
- O=C(O)c1ccc(N2C(=O)CSC2c2cccc([N+](=O)[O-])c2)cc1 (stereo unspecified)
→ 17% | 1% | 1%
- CCOC(=O)COc1ccc2c(c1)C(=O)CC(C)(C)O2
→ -1% | -17% | -6%
- CCn1cc(Br)c(C(=O)Nc2ccc(F)c(Cl)c2)n1
→ ? | -9% | 1%
- O=C(CCc1nc(-c2ccccc2Cl)no1)NCC1CCCO1 (stereo unspecified)
→ -13% | -8% | 2%
- COc1ccc(NC(=O)CN2CCN(CC(=O)Nc3ccccc3F)CC2)cc1OC
→ -4%&-19% | -14%&-6% | 1%&9%
- O=C(Nc1ccccc1)N1CCOCC1
→ 5% | ? | 1%
- N=c1sccn1CC(=O)Nc1cccc(S(=O)(=O)N2CCCCCC2)c1
→ 21µM* | -2% | 5%
- O=C(OCC(=O)N1CCN(S(=O)(=O)c2ccc(Cl)cc2)CC1)C1CCC1
→ 1% | -5% | -1%
- CC(=O)Nc1cc[n+](C(C)C(=O)c2ccc(Br)cc2)cc1 (stereo unspecified)
→ ? | -6% | 0%
- CC(/C=C1\SC(=S)N(CCC(=O)Nc2cccc(C(=O)O)c2)C1=O)=C\c1ccccc1
→ 4% | -10% | nt
- CCCCC(=O)Oc1ccccc1C(=O)O
→ -14% | -16%&9% | 5%&2%
- C[C@@H]1C=CC(=O)O[C@@H]1c1ccc(Cl)cc1
→ 7.3µM* | 3% | nt
- CCOC(=O)CSc1ncc(-c2ccccc2)cn1
→ -11% | 5% | 1%
- COc1cccc(C2CC(c3cccs3)=NN2S(C)(=O)=O)c1 (stereo unspecified)
→ -17% | -8% | 0%
- O=C(Nn1cnnc1)c1ccc(Br)s1
→ -8% | 2% | 3%
- C=C(C)CNC(=S)NNC(=O)c1ccco1
→ 1% | 1% | 7%
- CN(Cc1ccccc1)C(=O)c1cn(C)c2ccc(S(=O)(=O)N3CCCCC3)cc2c1=O
→ 0% | -11% | -2%
- S=C(NCc1ccc(Cl)cc1)NCc1ccccn1
→ 24% | -6% | 6%
- N/C(=N\OC(=O)c1ccc([N+](=O)[O-])cc1)c1ccccn1
→ 7% | -5% | 5%
- O=C(NCCc1nc2ccccc2[nH]1)/C(=C/c1ccco1)NC(=O)c1ccc(Br)cc1
→ ? | -1% | 6%
- COc1ccc(S(=O)(=O)NNC(=O)c2ccc([N+](=O)[O-])cc2)cc1
→ 7% | -13% | nt
- Cc1ccc(C(=O)c2nocc2C(=O)c2cccs2)cc1
→ ? | -18% | 0%
- CCOc1ccc2ccccc2c1CNCCc1ccc(S(N)(=O)=O)cc1
→ ? | 2% | nt
- S=C(NCCN1CCCCC1)Nc1ccc(Br)cc1
→ ? | -28% | nt
- CCS(=O)(=O)N1CCC(C(=O)NCC2CCCO2)CC1 (stereo unspecified)
→ 2% | -16% | 3%
- C[C@H](CO)N1C[C@H](C)[C@@H](CN(C)S(=O)(=O)c2cccs2)Oc2c(NC(=O)NC3CCCCC3)cccc2C1=O
→ ? | -1% | 0%

# New compounds follow:
# Below each SMILES – TDP1 cell noCPT | KAT2A inh | TDP1 block
- OC1CSc2nc3ccccc3n2C1 (stereo unspecified)
→ 4% | -11% | 5%
- CCn1c(SCC(=O)NNC(=O)c2ccc(C)cc2)nnc1C(C)C
→ 10µM* | -3% | nt
- O=C(O/N=C/c1ccc(Cl)cc1)C1CCCCC1
→ -8% | -1% | nt
- CC1CCN(C(=O)Cn2cc(SCc3cccc(F)c3)c3ccccc32)CC1
→ ? | -12% | -5%
- CCc1nnc(SCc2ccc(C(=O)OC)o2)n1N
→ -19% | -5% | 7%
- COc1ccc(S(=O)(=O)N2CCOCC2)cc1C(=O)N(C)Cc1ccccc1F
→ -21% | -7% | -2%[56.1 µM]
- CSc1ncc(CN2CCN(C3CCCC3)C(CCO)C2)cn1 (stereo unspecified)
→ 2% | -20% | -1%
- Cc1nn(-c2cc(Cl)ccc2Cl)c(C)c1C(=O)O
→ -2% | 0% | 5%
- Cc1cc(-n2c(C)nc3ccccc3c2=O)ccc1NC(=O)c1ccccc1[N+](=O)[O-]
→ 16µM* | 5% | 0%
- COc1ccccc1C/C(N)=N/O
→ -7% | -9% | -6%
- CC(=O)Nc1cccc(C(=O)NCCc2ccco2)c1
→ 22% | -3% | 7%
- COc1cccc(S(=O)(=O)NCc2ccc(C(=O)N3CCN(C)CC3)cc2)c1
→ 9% | 0% | 1%
- O=C1CSC(c2cccnc2)N1c1ccc(Cl)cc1 (stereo unspecified)
→ -13% | 2% | -1%
- CC(C)(C)c1ccc(-c2n[nH]c(=S)n2-c2ccccc2)cc1
→ ? | -3% | nt
- COc1ccc(CN2CCN(Cc3ccccc3F)CC2)cc1OC
→ ? | 1% | nt
- COc1ccccc1-c1nnc(SCc2nc3ccccc3s2)n1C
→ 1% | -16% | 7%
- CC1CCN(C(=O)C2CCN(S(=O)(=O)N3CCC4(CC3)OCCO4)CC2)CC1
→ -12% | -4% | 2%
- Cc1ccccc1C1CC(=O)Oc2cc(C)c(Br)c(C)c21 (stereo unspecified)
→ nt | 0%[88.6 µM] | 2%
- Cc1cc(C)nc(NC(=NCCc2c[nH]c3ccccc23)NC(=O)c2ccco2)n1
→ 10µM* | -3% | 9%
- Cc1sc(/N=C/c2c(O)ccc3ccccc23)c(C#N)c1C
→ nt | 2% | -2%
- Cn1nnnc1SCC(=O)c1ccc2c(c1)OCCO2
→ -19% | 3% | 0%
- CC1(C)CC(=O)C2=C(C1)N(c1ccccc1)C(N)=C(C#N)C2c1ccccc1 (stereo unspecified)
→ -29% | 3% | 5%
